Screening data deposited in PubChem by Broad Institute.
FN deposition inh – inhibitors of fibronectin matrix deposition, primary screen, AH1F cells, Alexa488-fibronectin fluorescence, plate reader; AH1F fibroblasts, overnight; inhibition, % at 12.6 µM; 350,000 tested, 0.086% active;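 active means mean inhibition across replicates of 30% or more, regardless of how many single replicates reach that level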;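 further: positive control wells lacked labelled fibronectin entirely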
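Schedule: 1 h cell adhesion before compound, then overnight fibronectin incubation; test system: AH1F fibroblast monolayer depositing Alexa488-labelled fibronectin into matrix; quantity: 10000 AH1F cells per well; probe or stimulus: fluorescent fibronectin at 24 nM final; signal: fluorescence, ex 485 nm, em 525 nm; evaluation: percent inhibition as loss of matrix-bound fibronectin fluorescence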
Cneo AK release – Cryptococcus neoformans cell lysis inducers, primary screen, AK release luminescence, single concentration; C. neoformans lysis, adenylate kinase release luminescence, 4 h; normalised: neutral wells 0, clomiphene wells 100; lysis activity, % at 15 µM; 360,000 tested, 0.2% active;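 active means mean lysis activity across replicates of at least 80%, whatever share of replicates individually reach that level; inactive means mean lysis activity below 80%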
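Schedule: static 4 h at 37 °C with compound, 1 h detection; system: C. neoformans cells; benchmarks: Clomiphene as positive control; buffer or medium: fresh YPD medium; measure: luminescence rise reflecting yeast cell lysis; measured by: luminescent adenylate kinase detection reagent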
F508del corr – F508del CFTR correction, initial screen, CFBE line, single point; activity (quench increase), % at 7.58 µM; 350,000 tested, 0.36% active; CFBE cells, YFP halide quenching; stimulated with forskolin plus potentiator P3; % fluorescence drop versus neutral controls;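 active means mean added fluorescence quench of at least 8% versus neutral control, with both replicates also reaching 8%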;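 further: cells transiently co-express mutant CFTR-F508del with the halide-sensitive YFP; corrector assay measuring rescue of mutant channel to the surface after 24 h compound exposure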
PGC1a acetyl inh – inhibitors of PGC1a acetylation signal, primary screen, cell-based, U2OS, AlphaScreen, inhibitor mode | 350,000 tested, 0.17% active | inhibition, % at 15.6 µM | AlphaScreen anti-acetyl-lysine; with virally co-expressed GCN5 acetyltransferase;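 active means every replicate shows inhibition of at least 40%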;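 further: 0% = neutral control wells and 100% = positive control wells; some results beyond the cut were filed as inactive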
GSIS activator – GLuc luminescence reporter in INS-1E cells, primary screen for activators of glucose-dependent secretion of insulin. INS-1E GLuc reporter insulin secretion, 2-3 h. activation, % at 16.6 µM. 370,000 tested, 0.61% active. AID 743287, 2014;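 active means lowest replicate activation of at least 40%, so every replicate reaches that level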;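 further: 0% = median of neutral control wells and 100% = median of IBMX positive control wells; some compounds called inactive have numbers as strong as hits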
PglD DTNB – C. jejuni PglD acetyltransferase inhibitors, primary screen, biochemical, DTNB colorimetric, single point; purified PglD enzyme, DTNB colorimetric CoA detection; inhibition, % at 12.5 µM; 360,000 tested, 0.098% active; in the data active means inhibition above about 16%, passing the limit was not always enough; further: strong numbers were not always called active
C2C12 statin – suppressors of statin myotoxicity in C2C12 myotubes, primary screen, cell-based, single point, plate reader. C2C12 myotubes + simvastatin, ATP luminescence, 48 h; scaled: DMSO 0, geranylgeraniol control 100. rescue of ATP level, % at 7.49 µM. 330,000 tested, 0.78% active. AID 602340, 2012;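 active means mean ATP rescue above about 67%, or every replicate alone reaching that limit, limit read from the data, passing the limit was not always enough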;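 further: myotubes were challenged with 10 µM simvastatin during compound exposure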
miR-122 sensor – miR-122 Renilla sensor signal increase in Huh7, primary screen, miR-122 inhibitor project, cell-based, single point, plate reader; Huh7 miR-122 Renilla luciferase sensor, 48 h; neutral wells = 0, positive control = 100; activation (reporter increase), % at 12.5 µM; 340,000 tested, 0.3% active; AID 602342, 2012;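 active means mean replicate activation score at least 90 and every replicate individually at or above 90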;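 further: higher luciferase means less miR-122 activity so hits act as miR-122 inhibitors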
Active calls of the source: *; nt = no result given; & = joins results of further samples; [ ] = remark or other dose.

Value order – FN deposition inh, Cneo AK release, F508del corr, PGC1a acetyl inh, GSIS activator, PglD DTNB, C2C12 statin, miR-122 sensor
- C[C@H]1CN([C@@H](C)CO)C(=O)Cc2cc(NS(=O)(=O)c3ccccc3)ccc2O[C@@H]1CN(C)S(=O)(=O)c1ccccc1
    nt, 1, -4.3, -10, 9, 5, -11, 1[16.7 µM]
- COc1ccccc1[C@@H]1C(c2ccc(F)cc2)=NN(c2ccccc2)[C@H]1C(=O)N1CCOC1=O
    -12, 1, 3.2, -11, nt, 4, nt, 3
- O=C(NC1CCCCC1)C1CCCN(S(=O)(=O)c2cccc3cccnc23)C1 (stereo not drawn)
    0, -12, -1.0, 7, 2, -4, nt, 29
- O=C(C[C@H]1CC[C@H](NC(=O)Nc2ccc(C(F)(F)F)cc2)[C@@H](CO)O1)NCc1cc(F)cc(F)c1
    nt, 34, 6.0, -4, 4, 0, 8, nt
- CCn1c(C)cs/c1=N\S(=O)(=O)c1ccccc1
    10, 6, -1.6, -1, 9, 0, 3, 10
- CN(CC(=O)N1CCN(Cc2ccccc2)CC1)C(=O)Cc1cccc2ccccc12
    -1, -1, 1.2, 2, -20, nt, 4, 5
- CC(=O)c1ccc(NC(=O)CSc2n[nH]c(-c3cccnc3)n2)cc1
    3, nt, -5.5, nt, 11, nt, 9, 9
- CCCNC(=O)[C@H]1[C@H](CO)[C@H]2Cn3c(ccc(-c4cccnc4)c3=O)[C@H]2N1CCC
    nt, 3, 0.9, nt, 10, -4, -7, -4[16.7 µM]
- COC(=O)C[C@@H]1C[C@@H]2c3cc(N(C)C)ccc3O[C@@H]2[C@@H](CO)O1
    -4, 1, 1.3, 3, 2, -1, -1, -5[16.7 µM]
- OCC1(Cc2cccc(Cl)c2)CCCN(Cc2sc(N3CCCC3)nc2Cl)C1 (stereo not drawn)
    -1, -1, 1.3, -11, -25, 0, -15, 8
- CC(NC(=O)CCc1ccc(S(=O)(=O)NC2CCCCC2)cc1)c1ccccc1 (stereo not drawn)
    nt, 0, nt, -5, nt, 2, 17, 54
- COc1cc(OC)c(C2SCCN2S(=O)(=O)c2ccc(F)cc2)cc1OC (stereo not drawn)
    13, 0, nt, 12, nt, 3, 7, -2
- Cn1nnnc1Sc1ccc(C(=O)O)cc1[N+](=O)[O-]
    1, -1, -0.2, -4, -1, -1, nt, 3
- COc1ccccc1C(=O)NC(=O)COC(=O)c1ccc(Cl)cc1[N+](=O)[O-]
    -14, -1, -0.1, nt, 16, 3, -7, nt
- O=C(NCc1ccco1)c1sc(=S)n2c1[nH]c(=O)c1ccccc12
    nt, 1, nt, -8, nt, 3, 21, 11
- Cc1ccc(S(=O)(=O)N2CCOCC2)cc1C(=O)OCC(=O)Nc1ccc2c(c1)OCO2
    nt, -1, nt, -14, nt, -3, 4, 1
- CC(C)CC(=O)Nc1ccc(S(=O)(=O)NCc2ccco2)cc1
    nt, -1, nt, nt, 31, -2, 6, 7
- CCCCn1c(=N)n(CC(O)COc2cccc(C)c2)c2ccccc21 (stereo not drawn)
    8, 9, nt, -22, nt, 0, -22, -28
- COc1cc(Cn2c3ccc(NC(=S)NCc4ccc(C)cc4)cc3c(=O)n2C)ccc1F
    3, 1, -2.1, 7, -6, 4, 0, 18
- CC(=O)Nc1ccc(C(=O)CSc2nc3ccccc3n2CC(=O)N2CCCC2)cc1
    nt, 16, nt, 8, 6, 8, 13, 1
- COc1cc(NC(=O)C/C(C)=N/NC(=O)c2ccccn2)c(OC)cc1Cl
    4, -1, 2.4, nt, -22, 0, 1, 1
- Cc1oc(-c2cc(F)ccc2F)nc1CN1CCN(c2cnccn2)CC1
    10, 1, 2.6, 0, nt, -1, -13, 7
- CC1CCN(CCOc2ccc(OCc3ccccc3)cc2)CC1
    1, -4, 3.0, 0, -4, 5, 9, 2
- Cc1cccc(NC(=O)CN2CCN(CC(=O)Nc3cccc(C)c3)CC2)c1
    -2, 4, nt, -8, nt, 2, -7, -8
- O=C(NCCCN1CCOCC1)C(=O)N/N=C/c1ccc2c(c1)OCO2
    -3, -1, 0.8, -3, 2, -9, -1, -1
- CCOc1ccc(S(=O)(=O)Nc2ccccc2C(=O)Nc2ccccc2N2CCOCC2)cc1
    nt, 8, nt, -12, nt, 5, 46, 3
- CCc1nnc(NC(=O)CSc2nnnn2-c2cccc(C(=O)OC)c2)s1
    nt, 0, nt, 54, nt, 4, -10, -4
- COc1cc(OC)c2c(-c3cccc(/C=C/c4ccc(F)cc4)c3)cc(=O)oc2c1
    nt, 1, 0.3, nt, 12, -2, -7, nt
- O=C(C[C@H]1CC[C@H]2[C@@H](COC[C@H](O)CN2C(=O)c2ccncc2)O1)NC1Cc2ccccc2C1
    -2, 0, -1.0, 0, 6, 8, -7, -4[16.7 µM]
- COc1cccc(NC(=O)C2(C)CCN2CCc2ccccc2)c1 (stereo not drawn)
    2, 2, 4.0, -21, 19, -1, 20, 0
- CCNC(=O)Nc1ccc2c(c1)C(=O)N(C)[C@@H]1CC[C@H](CC(=O)Nc3ccccc3)O[C@@H]1CO2
    5, -2, -2.5, -2, -2, 1, 8, -2[16.7 µM]
- COc1ccc(-c2nnc(SCC(=O)Nc3ccc(Cl)cc3)n2C)cc1
    nt, 1, -0.7, -11, nt, -1, 10, -8
- Cc1ccc(NC(=O)N(CCCN2CCOCC2)Cc2cccs2)cc1C
    -8, -1, -1.7, 3, nt, -1, -8, 3
- COc1ccc(CC(N)c2csc(Nc3cc(NCCCO)ncn3)n2)cc1 (stereo not drawn)
    -6, -1, 0.7, -3, nt, -5, -3, 2
- COC(=O)C(NC(=O)CN1C(=O)c2ccccc2C1=O)c1ccc(O)c(OC)c1 (stereo not drawn)
    1, 1, -3.0, -8, 10, -11, 2, 0
- CCOC(=O)Nc1c(C)n(C)n(-c2ccccc2)c1=O
    12, 3, nt, 1, 4, -4, -25, -1
- O=C(CSc1c2c(nc3ccc(Cl)cc13)CCCC2)NCCCN1CCOCC1
    6, 1, nt, -13, 12, 0, nt, 21
- CN1/C(=C\C(=S)NC(=O)c2cccc(Br)c2)C(C)(C)c2ccccc21
    -4, 2, nt, 0, nt, -8, -67, 3
- Cc1ccc(-c2nn3c(C)nnc3s2)cc1NC(=O)c1ccco1
    6, 1, 0.0, nt, 17, -1, -2, nt
- COc1ccc(-n2nc3c(c2NC(=O)CC(C)C)CS(=O)C3)cc1 (stereo not drawn)
    2, 0, 2.5, 4, 5, 2, -7, -10
- Cc1cccc(N=N/C(=C\O)C(=O)c2ccc(Br)cc2)c1
    5, nt, -0.1, -1, -33, nt, nt, 3
- CSc1sc(C(=O)OC(C)C)c2c1C(=O)CC(C)(C)C2
    -6, 0, 2.1, nt, nt, -2, nt, 2
- C[C@@H]1CN([C@H](C)CO)S(=O)(=O)c2ccc(Br)cc2O[C@H]1CN(C)Cc1cncnc1
    nt, 62, 3.1, -3, 20, 0, -19, 14[16.7 µM]
- C[C@@H]1CN([C@@H](C)CO)C(=O)c2cc(-c3ccc(C#N)cc3)cnc2O[C@@H]1CN(C)C(=O)Nc1ccccc1
    nt, -1, -0.8, 7, 0, -4, 17, -2[16.7 µM]
- Cc1ccc(-c2ccc(C3[C@H]4CNC[C@@H]3N4S(=O)(=O)c3ccc(C)cc3)cc2)cc1 (stereo partly drawn)
    1&5, nt, -1.6&-2.0, 14, 4&6, nt, nt, nt
- Cc1cc(C)n(-c2c(F)c(F)c(CN3CCOCC3)c(F)c2F)n1
    nt, -8, nt, 6, nt, 4, 1, -6
- CCSC(=O)N(CC)CC(=O)Nc1c(CC)cccc1CC
    nt, 0, nt, 40, nt, -1, 1, -2
- COc1cccc(CNC(=O)c2ccc(C3SCCS3)cc2)c1
    -9, 1, -3.1, nt, -12, -5, 9, nt
- CCc1ccccc1NC(=O)c1cnccn1
    9, nt, nt, -4, 8, nt, 7, 3
- Cc1cc(C)c(C(=O)COC(=O)Cn2cnnn2)cc1C
    1, -6, nt, nt, nt, 4, nt, 8
- COc1ccccc1NC(=O)Nc1nc(CC(=O)N2CCN(c3ccccc3OC)CC2)cs1
    0, -7, 2.3, -5, 20, -2, -14, -14
- COc1cc(Nc2ccccn2)cc(C(=O)Nc2cccc(C(F)(F)F)c2)c1
    7&-5, 0&1, 2.1&0.1, nt, -19&-33, -1&3, -16&-9, -2&5
- Cc1nn(C)cc1CN(C)C(=O)CCc1nnc(CCC2CCCCC2)o1
    4, nt, -0.3, -6, 8, nt, -1, -8
- C=CCNC(=O)NC(=O)c1csc([N+](=O)[O-])c1
    2, -3, 0.0, 1, nt, 8, nt, -4
- O=C(NN1C(=O)NC2(CCCCC2)C1=O)c1cccs1
    nt, 0, -0.6, nt, -6, 0, 0, nt
- Cc1ccc(-c2[nH]c3ccccc3c2SCCNC(=O)c2ccc(S(=O)(=O)N3CCOCC3)cc2)cc1
    9, -4, 3.8, nt, nt, 4, -23, nt

Rewritten with bars between the fields: eleven of the compounds above.
SMILES | FN deposition inh | Cneo AK release | F508del corr | PGC1a acetyl inh | GSIS activator | PglD DTNB | C2C12 statin | miR-122 sensor
CCNC(=O)Nc1ccc2c(c1)C(=O)N(C)[C@@H]1CC[C@H](CC(=O)Nc3ccccc3)O[C@@H]1CO2 | 5 | -2 | -2.5 | -2 | -2 | 1 | 8 | -2[16.7 µM]
COc1ccc(-c2nnc(SCC(=O)Nc3ccc(Cl)cc3)n2C)cc1 | nt | 1 | -0.7 | -11 | nt | -1 | 10 | -8
Cc1ccc(NC(=O)N(CCCN2CCOCC2)Cc2cccs2)cc1C | -8 | -1 | -1.7 | 3 | nt | -1 | -8 | 3
COc1ccc(CC(N)c2csc(Nc3cc(NCCCO)ncn3)n2)cc1 (stereo not drawn) | -6 | -1 | 0.7 | -3 | nt | -5 | -3 | 2
COC(=O)C(NC(=O)CN1C(=O)c2ccccc2C1=O)c1ccc(O)c(OC)c1 (stereo not drawn) | 1 | 1 | -3.0 | -8 | 10 | -11 | 2 | 0
CCOC(=O)Nc1c(C)n(C)n(-c2ccccc2)c1=O | 12 | 3 | nt | 1 | 4 | -4 | -25 | -1
O=C(CSc1c2c(nc3ccc(Cl)cc13)CCCC2)NCCCN1CCOCC1 | 6 | 1 | nt | -13 | 12 | 0 | nt | 21
CN1/C(=C\C(=S)NC(=O)c2cccc(Br)c2)C(C)(C)c2ccccc21 | -4 | 2 | nt | 0 | nt | -8 | -67 | 3
Cc1ccc(-c2nn3c(C)nnc3s2)cc1NC(=O)c1ccco1 | 6 | 1 | 0.0 | nt | 17 | -1 | -2 | nt
COc1ccc(-n2nc3c(c2NC(=O)CC(C)C)CS(=O)C3)cc1 (stereo not drawn) | 2 | 0 | 2.5 | 4 | 5 | 2 | -7 | -10
Cc1cccc(N=N/C(=C\O)C(=O)c2ccc(Br)cc2)c1 | 5 | nt | -0.1 | -1 | -33 | nt | nt | 3
